BaF3 parental = parental Ba/F3 viability inhibition as JAK2V617F counter-screen; hit rate 1.1% among 220,000; inhibition, % at 5.6 µM; CellTiter-Glo ATP luminescence;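 active means inhibition above a per-campaign cutoff, the mean inhibition of all tested compounds plus 3 SD, cut at about 27% in these data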;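 further: 0% = DMSO wells and 100% = JAK Inhibitor I control wells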
PERK inh = inhibitors of human PERK kinase; inhibition, % at 5.6 µM; CHO PERK-DD fusion, SEAP luminescence translation reporter; Q9NZJ5; hit rate 0.17% among 220,000;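 active means inhibition above the mean inhibition of all tested compounds plus 3 SD, set separately per screening campaign, cut at about 2.9% in these data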;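 further: PERK kinase domain activated by AP20187 dimerizer at 100 nM; 0% = DMSO with dimerizer and 100% = rapamycin at 8.4 µM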
NPY-Y2 PAM-ag = potentiators or agonists of human neuropeptide Y receptor Y2; hit rate 0.45% among 220,000; P49146; activation, % at 3.6 µM; cells expressing NPY-Y2, potentiator/agonist read-out; in the data active means activation above about 27%;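 further: cells stimulated with NPY near EC25 plus isoproterenol at EC100; 0% = vehicle plus submaximal agonist and 100% = vehicle plus saturating agonist; some results beyond the cut were filed as inactive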
Target sequence (P49146 whole entry, looked up): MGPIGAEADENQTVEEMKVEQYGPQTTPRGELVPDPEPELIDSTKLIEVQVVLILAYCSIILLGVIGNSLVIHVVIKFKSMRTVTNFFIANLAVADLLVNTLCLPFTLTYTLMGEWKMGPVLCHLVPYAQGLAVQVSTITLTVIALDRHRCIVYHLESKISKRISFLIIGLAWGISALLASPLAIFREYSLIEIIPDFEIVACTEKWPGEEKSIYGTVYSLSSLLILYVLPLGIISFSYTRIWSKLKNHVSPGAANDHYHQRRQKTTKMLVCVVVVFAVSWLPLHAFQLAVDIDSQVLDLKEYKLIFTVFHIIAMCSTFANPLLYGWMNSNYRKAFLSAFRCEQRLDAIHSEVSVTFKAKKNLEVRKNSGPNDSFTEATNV
S1P4 antagonist = human S1P4 receptor antagonism; O95977; hit rate 0.26% among 220,000; inhibition, % at 4.98 µM; S1P4-expressing cells, antagonist mode, reporter read-out; in the data active means inhibition above about 29%;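 further: 0% = wells stimulated with agonist and 100% = vehicle wells without agonist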
Ba/F3 V617F tox = reduce viability of Ba/F3 cells dependent on JAK2V617F; inhibition, % at 5.6 µM; hit rate 1.1% among 220,000; AID 1446; Ba/F3 EpoR-JAK2V617F viability, ATP luminescence;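 active means inhibition above the campaign mean plus 3 SD over all tested compounds, cut at about 24% in these data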;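 further: cytokine-independent growth of Ba/F3 cells driven by EpoR plus mutant JAK2; 0% = DMSO-treated cells and 100% = JAK inhibitor I control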
Wee1 degr inh = blocks degradation of human Wee1 kinase | reporter increase, % at 5 µM | P30291 | hit rate 1.2% among 220,000 | HeLa Luc-Wee1K328M stability, luciferase luminescence; 100% = proteasome inhibitor MG132 effect | AID 1321;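 active means activation above the mean of all tested compounds plus 3 SD, set per screening run, cut at about 8.8% in these data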;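 further: cells exposed to compound for 20 h before luminescence read; 0% = DMSO alone and 100% = MG132 at 30 µM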
Target sequence (P30291 whole entry K328M): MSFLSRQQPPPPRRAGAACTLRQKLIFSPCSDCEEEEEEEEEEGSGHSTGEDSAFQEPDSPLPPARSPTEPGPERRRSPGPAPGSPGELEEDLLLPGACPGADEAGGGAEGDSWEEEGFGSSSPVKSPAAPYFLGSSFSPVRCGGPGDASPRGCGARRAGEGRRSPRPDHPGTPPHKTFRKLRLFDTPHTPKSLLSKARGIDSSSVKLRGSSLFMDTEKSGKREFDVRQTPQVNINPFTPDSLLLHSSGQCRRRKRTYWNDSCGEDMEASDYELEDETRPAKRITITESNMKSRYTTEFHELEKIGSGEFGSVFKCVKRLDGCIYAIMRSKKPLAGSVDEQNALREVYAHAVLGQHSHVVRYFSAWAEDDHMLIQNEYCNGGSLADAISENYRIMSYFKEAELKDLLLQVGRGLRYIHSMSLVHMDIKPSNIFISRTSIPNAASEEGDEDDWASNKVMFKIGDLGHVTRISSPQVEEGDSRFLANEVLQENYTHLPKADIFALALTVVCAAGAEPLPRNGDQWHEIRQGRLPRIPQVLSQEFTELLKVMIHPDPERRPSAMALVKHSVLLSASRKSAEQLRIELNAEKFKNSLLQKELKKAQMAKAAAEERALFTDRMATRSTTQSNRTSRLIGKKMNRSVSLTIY
eIF4E-4G inh = eIF4E/eIF4G interaction inhibition in translation initiation; TR-FRET eIF4E-eIF4GI(517-606) binding, 2 h; inhibition, % at 21.7 µM; hit rate 0.37% among 220,000;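 active means inhibition above about 30%, limit read from the data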;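 further: 0% = full FRET control wells and 100% = background wells lacking eIF4GI fragment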
MDM2 E3 inh = blocks human Mdm2 ubiquitin ligase activity; Q00987; cell-based MDM2 ubiquitination luciferase reporter, 2 h; 0 = plate control, 100 = twice control, blank-subtracted; signal enhancement, % at 5 µM; hit rate 0.11% among 210,000; AID 1230;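 active means signal enhancement of 30% or more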;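 further: luminescence tracks abundance of the self-degrading MDM2-luciferase fusion protein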
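Assay system: mammalian cells stably expressing self-ubiquitinating, self-degrading MDM2 E3–luciferase fusion. Quantity: 2000 cells in each well. Medium: DMEM culture medium. Compound dosing: single-point 5 µM. Timing: cell settling 4 h, compound treatment 2 h, both 37 °C. Technique: luciferase luminescence. Read-out basis: percent signal gain over controls, blank-subtracted. Benchmarks: plate controls and plate blanks.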
S1P4 agonist = activates the human S1P4 receptor; O95977; S1P4-expressing cell line, agonist reporter assay; activation, % at 4.98 µM; hit rate 0.35% among 220,000; in the data active means activation above about 11%;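 further: 0% = DMSO vehicle and 100% = reference agonist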
* marks the source's active call; other numbers are inactive results; / = not tested or not shown; [ ] = dose if it differs, or a comment.

The line under a structure holds: BaF3 parental, PERK inh, NPY-Y2 PAM-ag, S1P4 antagonist, Ba/F3 V617F tox, Wee1 degr inh, eIF4E-4G inh, MDM2 E3 inh, S1P4 agonist
COCC(=O)N(C)c1nnc(-c2ccc([N+](=O)[O-])cc2)s1
  3, 0.8, 7, -2, -2, -1, 8, -1, 1.0
O=C(CNC(=O)C1CCCCC1)Nc1ccc(F)c(Cl)c1
  9, 0.2, 2, 1, 1, 2, -2, 0, -1.1
COc1ccc(C(=O)N2CCN(c3nc4cc(C)ccc4cc3C#N)CC2)c(OC)c1
  8, 0.0, 0, -8, 0, 1, -13, -13, -1.3
O=C(CN(C(=O)Cn1nnc(-c2cccs2)n1)c1ccc2c(c1)OCCO2)NCC1CCCO1 (stereo not drawn)
  -5, -0.2, 8, 0, 1, 0, -5, 8, -0.8
Cc1sc2nc(C3CC3)nc(NCCNS(=O)(=O)c3ccccc3)c2c1C
  5, -1.7, -13, -13, 1, -1, 0, -3, 1.3
CN(C)c1ccc(CN2CCCCC2)cc1
  0, -0.8, 9, -14, -3, -2, 3, /, -2.7
CC(=O)Nc1cccc(NC(=O)C2CCCN2C(=O)Nc2ccc(Cl)cc2)c1 (stereo not drawn)
  2, -1.1, 12, -21, -2, -2, 2[fluorescence artefact?], 1, -1.0
Cc1ccc(-c2nn(CCC(=O)NN3CCOCC3)c(=O)c3ccccc23)cc1
  6, -0.8, 8, 12, -1, 3, 5, -6, 0.9
Cc1ccc(C(=O)CSc2nnc(COc3cccc(C)c3)o2)cc1
  2, 0.3, -24, -17, -2, 1, 3, -1, -1.6
Cc1cccc(-n2c(-c3csc(C)c3C)n[nH]c2=S)c1
  4, 0.3, 3, 3, 4, -1, -2[fluorescence artefact?], 6, -0.3
CC(C)CN=C(NS(=O)(=O)c1ccccc1)C(Cl)(Cl)Cl
  0, 1.1, 7, -9, 6, -2, 7, -20, 0.1
Cc1cc(=O)oc2cc(OCc3ccc(S(=O)(=O)N4CCOCC4)cc3)ccc12
  6, 0.0, -9, 5, 0, -1, -26, -12, 0.2
O=C(CSc1nnc2ncccn12)N1CCCCCC1
  5, 0.3, -7, 8, 2, 0, -3, -5, -1.9
CCCNNC(=O)C(O)(c1ccccc1)c1ccccc1
  8, 0.6, -6, -7, 1, 2, 0, -5, -2.5
Cc1ccc(/C=C/c2nnc(-c3cccc(C)c3)o2)cc1
  -3, 0.7, 3, -12, 0, 0, 1, 3, 1.4

Carrying on:
The line under a structure holds: BaF3 parental, PERK inh, NPY-Y2 PAM-ag, S1P4 antagonist, Ba/F3 V617F tox, Wee1 degr inh, eIF4E-4G inh, MDM2 E3 inh, S1P4 agonist
c1ccc(Oc2ccc3ccccc3n2)cc1
  7, 0.2, -1, -7, -2, -1, -4, -15, 1.7
COC(=O)c1cc(-c2cccs2)nn1-c1ccccc1
  6, 1.5, 13, 6, 2, 2, 0, -4, -0.2
Cc1cc(NC(=O)Nc2cccc(Cl)c2)n(-c2ccccc2)n1
  2, 1.3, 15, -1, -4, 0, 1, -8, -0.7
COc1ccc(Sc2ccccc2CN(C)C)cc1OC
  7, 0.0, -6, 8, 3, 2, 3, -2, -2.1
CC(C)(C)c1ccc(CCC2OCC(CN3CCOCC3)O2)cc1 (stereo not drawn)
  -2, -0.7, -7, -13, 0, 2, -1, -11, 1.2
O=C(CCNS(=O)(=O)c1ccc2c(c1)CCC(=O)N2)NCc1ccc2c(c1)OCO2
  8, 0.7, -1, -27, -4, 3, -25, 12, -1.0
COc1cnc(N(C)C)nc1Sc1ccc(Cl)cc1
  5, -0.2, -16, -16, -1, 0, -6, 13, -1.2
CCc1nc(SCC(=O)Nc2c(C)n(C)n(-c3ccccc3)c2=O)n[nH]1
  1, 0.6, 10, -3, 1, -2, 1, 7, -1.7
C/C(=N\Nc1cc(C)nc(NCc2ccccc2)n1)c1ccc([N+](=O)[O-])cc1
  -7, -0.3, -5, 1, -3, 3, -4, -13, 1.0
O=C(c1cccc(F)c1)N1CCN(C(=O)C2CC2)CC1
  3, 0.7, 3, -5, 0, -1, -2, -11, -1.6
CCN(CC)C(=O)c1sc2[nH]c(=S)n(-c3ccccc3)c(=O)c2c1C
  3, 0.7, -3, -2, 0, 2, 1, 6, -2.0
NC(=S)Nc1cccc2cn[nH]c12
  5, -0.2, -12, -4, 0, -1, -5, 5, 3.0
O=C(Oc1ccc(-c2nc(-c3ccccn3)no2)cc1)c1ccccc1
  5, 0.4, 14, -1, 2, 1, -67, -9, -2.5
COc1ccc(NC(=O)C2c3cc(OC)c(OC)cc3C(=O)N(C)C2c2cccnc2)cc1OC (stereo not drawn)
  1, 0.4, 9, -20, -2, 0, 0, -15, 1.4
Cc1nc2sc(C(c3cccc(F)c3)N3CC(C)OC(C)C3)c(O)n2n1 (stereo not drawn)
  6, -0.5, 0, -9, 0, -2, 3, /, 1.3

The list continues:
The line under a structure holds: BaF3 parental, PERK inh, NPY-Y2 PAM-ag, S1P4 antagonist, Ba/F3 V617F tox, Wee1 degr inh, eIF4E-4G inh, MDM2 E3 inh, S1P4 agonist
CC(Sc1nnnn1C)C(=O)Nc1ccc(Oc2ccccc2)cc1 (stereo not drawn)
  -2, -0.2, -8, 16, -1, -2, 2, 2, 0.7
COC(=O)CNC(=O)C12CC3CC(C1)CC(c1ccc(C)cc1)(C3)C2
  6, -0.6, -10, -15, -1, 0, -3, 1, -1.7
COc1cccc(CNc2nc3nc4c(c(=O)n3[nH]2)CCC4)c1
  2, 0.6, -1, -13, -2, -4, -8[fluorescence artefact?], -8, 0.1
CCOC(=O)c1c(NC(=O)CSc2nnnn2C)sc(C)c1-c1ccc(C)cc1
  9, -0.4, 1, -19, 2, 0, -3, -9, -0.2
Cc1cc(=O)[nH]c2c1c(C)nn2C1CCOC(C)(C)C1 (stereo not drawn)
  -2, 0.9, 11, -6, -4, 0, 11, -11, -1.1
COc1cccc(C2CCCN2Cc2nc(CCC(C)C)no2)c1 (stereo not drawn)
  1, 0.6, -13, -22, -2, 4, 1, -10, 1.2
Cc1[nH]n(C)c(=O)c1[N+](=O)[O-]
  -2, 1.8, -5, -1, 1, 6, 5, -12, 0.5
O=C(Nc1cnc2sccn2c1=O)c1ccc(Cl)cc1Cl
  2, -0.1, -13, 5, 0, 4, 2, -39, 0.3
Cc1nc(OCC(=O)c2ccc(Cl)cc2)c(C#N)c2c1COC(C)(C)C2
  3, 0.2, -14, 3, 0, 4, -11, -17, -5.7
Cc1ccc(N/N=C2\COC(C)(C)CC2=O)cc1
  -2, 0.8, 6, -12, -4, 8, 0, /, 0.6
COc1ccc(CNC(=O)c2ccc(NC(=O)CC3SC(N4CCCCC4)=NC3=O)cc2)cc1 (stereo not drawn)
  6, 1.7, 0, -5, -3, -2, 2, -18, -1.5
COC(=O)C1CSC(C(=O)OC)N1C(=O)Nc1ccc(Cl)cc1 (stereo not drawn)
  -3, 2.2, -3, -27, -3, 3, 9, -12, 0.0
Cc1cc(C)n2cc(CSC3=NCCS3)nc2n1
  3, -0.1, 16, 5, -2, -2, -11, -9, 0.6
O=c1c2ccccc2nc(/C=C/c2cccnc2)n1CCc1ccccc1
  -1, -1.8, -1, 14, 2, -1, 11, -9, -1.0
CCCN(CC(=O)Nc1ccc(C)cc1Br)CC(=O)Nc1ccc(F)c(F)c1F
  2, -0.1, -2, -12, -2, 0, 1, -6, -0.7

Carrying on.
The line under a structure holds: BaF3 parental, PERK inh, NPY-Y2 PAM-ag, S1P4 antagonist, Ba/F3 V617F tox, Wee1 degr inh, eIF4E-4G inh, MDM2 E3 inh, S1P4 agonist
CC1C(=O)C(C)C(c2cccs2)NC1c1cccs1 (stereo not drawn)
  1, -0.2, -11, -18, -2, 2, -1, 6, 1.6
CSc1cccc(NC(=S)N2CCCN(Cc3cccc(Cl)c3)C2)c1
  3, 0.5, -1, 9, -2, -3, 0, 27, -0.3
CCOC(=O)CSc1nc2c(sc(=S)n2-c2ccccc2)c(=O)[nH]1
  2, 0.4, -11, 4, -2, -1, 5, 7, 1.7
COC(=O)c1ccc(N2C(=O)c3cc(N4CCOCC4)c([N+](=O)[O-])cc3C2=O)cc1
  1, 0.7, 1, -4, -4, -2, -6, -1, 0.4
O=C(Nc1ccc2c(c1)OCCO2)C1c2ccccc2C(=O)N2CCc3ccccc3C12 (stereo not drawn)
  0, -1.1, -20, 7, -1, -1, 5, -5, 0.4
CCN(CC)c1ccc(C(=O)OCC(=O)NCC2CCCO2)cc1 (stereo not drawn)
  5, 0.6, 0, 4, -1, 6, -3, -11, 1.1
O=C(O)CCC(=O)Nc1ccc(Sc2ccc([N+](=O)[O-])cc2)cc1
  6, 1.2, 8, 3, -2, -3, 1, -11, -0.2
Cc1cc(C(=O)Cn2nc(C(=O)O)c3ccccc3c2=O)c(C)n1-c1ccccc1
  -2, 0.7, 4, -43, -4, 0, 2, -29, 0.5
C(#Cc1ccccc1)C[N+]1(CC#Cc2ccccc2)CCCC1
  71*, 0.5, 12, -11, 87*, -3, -3, -5, -1.1

Structural class, those above containing an NH in an aromatic ring (eight)
The line under a structure holds: BaF3 parental, PERK inh, NPY-Y2 PAM-ag, S1P4 antagonist, Ba/F3 V617F tox, Wee1 degr inh, eIF4E-4G inh, MDM2 E3 inh, S1P4 agonist
Cc1cccc(-n2c(-c3csc(C)c3C)n[nH]c2=S)c1
  4, 0.3, 3, 3, 4, -1, -2[fluorescence artefact?], 6, -0.3
CCc1nc(SCC(=O)Nc2c(C)n(C)n(-c3ccccc3)c2=O)n[nH]1
  1, 0.6, 10, -3, 1, -2, 1, 7, -1.7
CCN(CC)C(=O)c1sc2[nH]c(=S)n(-c3ccccc3)c(=O)c2c1C
  3, 0.7, -3, -2, 0, 2, 1, 6, -2.0
NC(=S)Nc1cccc2cn[nH]c12
  5, -0.2, -12, -4, 0, -1, -5, 5, 3.0
COc1cccc(CNc2nc3nc4c(c(=O)n3[nH]2)CCC4)c1
  2, 0.6, -1, -13, -2, -4, -8[fluorescence artefact?], -8, 0.1
Cc1cc(=O)[nH]c2c1c(C)nn2C1CCOC(C)(C)C1 (stereo not drawn)
  -2, 0.9, 11, -6, -4, 0, 11, -11, -1.1
Cc1[nH]n(C)c(=O)c1[N+](=O)[O-]
  -2, 1.8, -5, -1, 1, 6, 5, -12, 0.5
CCOC(=O)CSc1nc2c(sc(=S)n2-c2ccccc2)c(=O)[nH]1
  2, 0.4, -11, 4, -2, -1, 5, 7, 1.7
